Screening results: PubChem BioAssay, several laboratories
KCNQ1 block: human KCNQ1 channel inhibition; P51787; CHO-K1 KCNQ1, FluxOR thallium flux fluorescence; stronger effect = higher value; B-score at 10 µM; 1.3% of 310,000 active; AID 2642;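 active means compounds whose thallium flux B-score, printed positive for inhibition, exceeds three library SD while starting fluorescence stays within three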;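 further: channel opened by potassium depolarization with thallium stimulus after 20 min compound exposure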
DYRK1A inh: blocks rat Dyrk1A kinase activity; Q63470; ADP-Glo luminescence, NFATc1 peptide; inhibition, % at 12.5 µM; 0.43% of 310,000 active; AID 504441; in the data active means inhibition above about 50%;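 further: plate controls were vehicle with enzyme for no effect and no enzyme for full effect; many of its hits are not listed in these tables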
KCNK9 inh: blocks the human KCNK9 two-pore domain potassium channel. Q9NPC2. HEK293 KCNK9, FluxOR thallium flux fluorescence; stronger effect = lower value. B-score at 10 µM. 1.2% of 310,000 active. AID 488922;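 active means ratio B-score over 3 SD below the library mean, with starting fluorescence within 5 SD of its mean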;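 further: negative B-score means less thallium flux so channel inhibition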
Target sequence (Q9NPC2 whole entry, looked up, the tested form may be a part): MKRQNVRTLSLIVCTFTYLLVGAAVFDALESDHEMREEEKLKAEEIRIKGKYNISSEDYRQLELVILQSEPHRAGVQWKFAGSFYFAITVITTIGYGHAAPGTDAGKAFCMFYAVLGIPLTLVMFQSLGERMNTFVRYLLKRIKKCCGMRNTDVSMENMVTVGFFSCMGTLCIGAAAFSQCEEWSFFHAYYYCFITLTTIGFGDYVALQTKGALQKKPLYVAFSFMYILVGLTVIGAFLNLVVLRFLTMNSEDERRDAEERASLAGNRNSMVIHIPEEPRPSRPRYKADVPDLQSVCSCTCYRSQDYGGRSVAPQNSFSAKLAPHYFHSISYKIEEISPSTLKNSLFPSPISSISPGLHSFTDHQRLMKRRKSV
ANO1 activ: activators or potentiators of mouse TMEM16A chloride channel. Q8BHY3. HEK293 TMEM16A/YFP-H148Q/I152L, iodide quench fluorescence; stronger effect = lower value. B-score at 10 µM. 0.3% of 340,000 active. AID 623877;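 active means fluorescence-ratio B-score plate-corrected deviation score at least 3 library SD below zero, with starting fluorescence score within 5 deviations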;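 further: channel opened by trigger with iodide after compound preincubation; score built on the fluorescence ratio of max minus min over baseline; more negative score means more quench and so TMEM16A activation or potentiation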
HDAC3 inhib: inhibitors of human histone deacetylase 3. O15379. recombinant HDAC3, fluorogenic peptide/trypsin coupled, fluorescence. inhibition, % at 8.3 µM. 0.15% of 320,000 active; in the data active means inhibition above about 26%, passing the limit was not always enough
KCNQ1 pot: potentiates or activates the human KCNQ1 potassium channel | CHO-K1 KCNQ1, thallium flux FluxOR fluorescence; stronger effect = higher value | B-score at 10 µM | 0.35% of 310,000 active;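 active means fluorescence ratio B-score, a plate-corrected score, at least three library SD, with initial intensity B-score within 5 SD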
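System: CHO-K1 cells stably expressing KCNQ1 / Medium: assay buffer for compound exposure, DMSO matched across wells / Reagent: thallium- and potassium-containing depolarizing buffer / Compound: one concentration, matched DMSO / Incubation: 20 min compound pretreatment at room temperature / Measured by: kinetic FluxOR fluorescence, 10 s baseline plus 110 s post-stimulus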
hERG protect: shields human hERG channel from block by proarrhythmic agents | AID 1511 | Q12809 | CHO-hERG, FluxOR thallium flux, dofetilide IC70 present | 0.51% of 310,000 active | activation (rescue from dofetilide block), less the hit threshold, % at 10 µM;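 active means activation above the mean of controls blocked by dofetilide plus 5 SD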;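 further: thallium influx through hERG after potassium depolarization seen as dye fluorescence rise; in these data hits start at about 4.7%; inactives centre near -7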
KCNK3 inh: human KCNK3 channel inhibition, primary screen | CHO-KCNK3 thallium flux, FluxOR fluorescence; stronger effect = lower value | B-score at 10 µM | 0.84% of 340,000 active;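 active means B-score under library mean minus 4 SD, starting fluorescence ratio at most library mean plus 5 SD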;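 further: more negative B-score means stronger inhibition of thallium flux through KCNK3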
Target sequence (O14649 whole entry, looked up): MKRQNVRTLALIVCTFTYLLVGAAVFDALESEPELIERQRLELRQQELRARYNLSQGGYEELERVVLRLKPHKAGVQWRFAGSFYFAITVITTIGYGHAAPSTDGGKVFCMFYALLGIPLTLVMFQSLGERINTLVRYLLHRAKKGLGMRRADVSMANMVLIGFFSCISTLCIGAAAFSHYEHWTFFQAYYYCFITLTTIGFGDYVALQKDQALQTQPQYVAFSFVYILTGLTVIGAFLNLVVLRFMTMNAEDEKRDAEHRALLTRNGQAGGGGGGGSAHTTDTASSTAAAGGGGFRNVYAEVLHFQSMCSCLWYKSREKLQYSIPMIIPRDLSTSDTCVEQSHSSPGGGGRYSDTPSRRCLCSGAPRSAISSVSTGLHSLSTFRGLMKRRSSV
TRPC4 PAM: allosteric potentiators of mouse TRPC4 channel; B-score at 10 µM; AID 2227; HEK293 TRPC4beta/mu-opioid, DAMGO EC20, Fluo-4 Ca2+ flux; stronger effect = higher value; 0.42% of 310,000 active;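 active means B-score of calcium response area above 5 SD of library B-scores, with initial fluorescence ratio within 5 SD of library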;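 further: B-score of integrated fluorescence ratio over time as area under calcium response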
TRPC4 act: activators of mouse TRPC4 channel; Q9QUQ5; HEK293 TRPC4beta/mu-opioid, Fluo4 calcium fluorescence; stronger effect = higher value; B-score at 10 µM; 0.49% of 310,000 active; AID 2237;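 active means B-score above 5 SD of library B-scores, and initial fluorescence ratio not above library mean plus 5 SD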;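 further: positive B-score marks a calcium rise read as TRPC4 activation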
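Material: HEK293 stable line with TRPC4beta plus mu-opioid receptor; technique: Fluo4 calcium-sensitive dye fluorescence, kinetic, 1 Hz baseline; timing: Fluo4 dye loading 45 min at room temperature, 110 s recording; controls: assay buffer as low control, maximal DAMGO as high control; read-out: integrated baseline-normalised fluorescence ratio, converted to per-well B score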
ANO1 block: mouse TMEM16A channel inhibition, primary screen; 1.2% of 310,000 active; Q8BHY3; HEK293 TMEM16A/YFP iodide influx fluorescence, ionomycin; normalized B-score (activity score, 25-100; higher = stronger inhibition) at 10 µM; AID 588511;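 active means ratio plate-corrected score three or more library SD toward inhibition, starting fluorescence score within five deviations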;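 further: score derived from kinetic fluorescence span divided by baseline fluorescence per well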
The depositor's hits bear a star; i = inactive; nt = not tested or not shown. The list is partial; rates above refer to the full screens.

SMILES,KCNQ1 block,DYRK1A inh,KCNK9 inh,ANO1 activ,HDAC3 inhib,KCNQ1 pot,hERG protect,KCNK3 inh,TRPC4 PAM,TRPC4 act,ANO1 block
CSc1ccccc1NC(=O)CN(C)S(=O)(=O)c1ccc(F)cc1,i,0,i,i,-2,i,-12,i,i,i,i
Cc1cc(/C=N\O)c(C)n1-c1ccncc1,i,11,i,i,5,i,-3,i,i,i,i
CN(C)Cc1ccc(CNC(=O)COc2ccc3ccccc3c2)cc1,i,3,i,i,2,i,-4,i,i,i,i
COc1cc(/C=C/C(=O)O)cc(S(=O)(=O)N(C)CCO)c1OC,i,-8,i,i,3,i,-9,i,i,i,i
CCCN(C#N)c1nc(NCC)nc(NC(C)C)n1,i,-2,i,i,-7,i,-10,i,i,i,i
Fc1ccc(OCCCCCCN2CCCC2)cc1,i,6,i,i,-18,i,-7,i,i,i,i
CC(C)(C)c1ccc(OCC(=O)N2CCN(C=O)CC2)cc1,i,-1,i,i,3,i,-7,i,i,i,i
COc1ccccc1N1CCN(S(=O)(=O)c2cccc(F)c2)CC1,i,0,i,i,-1,i,-18,i,i,i,i
CN(C)CCNC(=O)c1onc(CSc2nc3ccccc3[nH]2)c1C(=O)NCCN(C)C,i,1,i,i,-6,i,-12,i,i,i,i
CC1CCCCN1C(=O)CSc1nnc(-c2cccs2)o1 (centres undefined),i,0,i,i,-6,i,-12,i,i,i,i
CCOC(=O)C1=C(C)NC2=C(C(=O)CCC2)C1c1ccc(N(C)C)cc1 (centres undefined),i,5,i,i,-4,i,0,i,i,i,i
Cc1cccc(NC(=O)c2ccccc2C(=O)O)c1,i,nt,i,i,8,i,-6,i,i,i,i
O=C1CC(Sc2ccc(Cl)cc2)C(=O)N1c1ccc2c(c1)OCCO2 (centres undefined),i,7,i,i,5,i,-10,i,i,i,i
O=C(CCS(=O)(=O)c1ccc(Br)s1)Nc1ccccc1Br,i,7,i,i,-6,i,-6,i,i,i,i
COc1ccc(CNC(=O)Nc2ccc(C)c(C)c2)cc1,i,22,i,i,3,i,-9,i,i,i,i
O=C(CSc1nc2nc(-c3cccs3)cc(C(F)(F)F)c2c(=O)[nH]1)Nc1ccc(F)c(F)c1,7*,-3,i,i,-7,i,-15,i,i,i,25*
CCc1nc(N2CCN(C(=O)c3ccco3)CC2)c(C#N)c2c1COC(C)(C)C2,i,2,i,i,-25,i,-11,i,i,i,i
Oc1cccc(Nc2nc(N3CCOCC3)nc(N3CCOCC3)n2)c1,i,10,i,i,-2,i,-15,i,i,i,i
Nc1nc2n(n1)C(c1cccs1)CC(c1ccc(Br)cc1)N2 (centres undefined),i,2,i,i,-24,i,-2,i,i,i,i
Cc1ccc(N2CC(NC(=O)C(=O)c3c[nH]c4ccccc34)CC2=O)cc1C (centres undefined),i,-3,i,i,-4,i,-9,i,i,i,i
CCC(C)c1ccc(NC(=O)COC(=O)C2=COCCO2)cc1 (centres undefined),i,-3,i,i,-7,i,-10,i,i,i,i
O=C(CN1C(=O)NC2(CCCC2)C1=O)Nc1cc(S(=O)(=O)N2CCOCC2)ccc1OCC(F)(F)F,i,0,i,i,-3,i,-5,i,i,i,i
Cc1ccc(-c2nnc(OCc3cccnc3)c3ccccc23)cc1,i,nt,i,i,-1,i,-16,i,i,i,i
CC(C)(C)NC(=O)CSc1nnc(SCC(=O)NC(C)(C)C)s1,i,4,i,i,3,i,-6,i,i,i,i
COc1ccc(Cl)cc1N1C(=N)SCC1=O,i,-4,i,i,1,i,-6,i,i,i,i
COc1ccc(N2CCN(C(=O)COC(=O)c3ccccc3OCc3ccc(F)cc3)CC2)cc1,i,4,i,i,5,i,-9,i,i,i,i
COc1ccc(NC(=O)[C@H](Cc2c[nH]c3ccccc23)NC(=O)[C@@H]2Cc3ccccc3CN2)cc1,i,10,i,i,-2,i,-16,i,i,i,i
Cc1c(Cl)cccc1-n1cnc(=O)c2ccccc21,i,13,i,i,0,i,-4,i,i,i,i
CCn1nc(C(=O)Nc2cccc3ccccc23)c(Cl)c1Cl,i,6,-10*,i,3,i,-17,i,i,i,i
COc1ccc(NC(=O)C2CCN(c3ncnc4c3nc3n4CCCCC3)CC2)cc1Cl,i,-5,i,i,0,i,-5,i,i,i,i

The last 3 records of the section above open the next one:
SMILES,KCNQ1 block,DYRK1A inh,KCNK9 inh,ANO1 activ,HDAC3 inhib,KCNQ1 pot,hERG protect,KCNK3 inh,TRPC4 PAM,TRPC4 act,ANO1 block
Cc1c(Cl)cccc1-n1cnc(=O)c2ccccc21,i,13,i,i,0,i,-4,i,i,i,i
CCn1nc(C(=O)Nc2cccc3ccccc23)c(Cl)c1Cl,i,6,-10*,i,3,i,-17,i,i,i,i
COc1ccc(NC(=O)C2CCN(c3ncnc4c3nc3n4CCCCC3)CC2)cc1Cl,i,-5,i,i,0,i,-5,i,i,i,i
O=C(CSc1ncn[nH]1)NCCc1ccccc1,i,0,i,i,-5,i,-11,i,i,i,i
O=C(CNS(=O)(=O)c1ccccc1)OCC(=O)c1ccc([N+](=O)[O-])cc1,i,14,i,i,-5,i,-3,i,i,i,i
CCCNC(=O)c1onc(CSc2ccc(Cl)cc2)c1C(=O)NC(C)C,i,8,i,i,2,i,-13,i,i,i,i
CC(=O)N1CCN(CC(=O)Nc2ccc3c(c2)CCC3)CC1,i,-4,i,i,-9,i,-5,i,i,i,i
COc1ccccc1N1CCN(C(=O)c2sc3nc4n(c(=O)c3c2C)CCC4)CC1,i,nt,i,i,2,i,-5,i,i,i,i
Cc1cc2ccccc2n1CCC(=O)O,i,-3,i,i,2,i,-1,i,i,i,i
Nc1nnnn1CC(=O)N/N=C/C=C/c1ccccc1,i,-7,i,i,8,i,-6,i,i,i,i
CCn1c(SCC(=O)c2ccc(OC)cc2)nnc1C1CC1,i,-10,i,i,3,i,-15,i,i,i,i
COc1ccc(NC(=O)CCNC(=O)Cn2ccc3ccccc3c2=O)c(OC)c1,i,-4,i,i,4,i,-13,i,i,i,i
Cn1c(=O)c2c(nc(-c3ccccc3)n2C)n(Cc2ccccc2)c1=O,i,-5,i,i,2,i,-2,i,i,i,i
CC(C)(C)c1ccc(-c2noc(CCC(=O)Nc3cccnc3)n2)cc1,i,4,i,i,7,i,-11,i,i,i,100*
Cc1nnc(SCC(=O)Nc2cc(C(C)(C)C)nn2-c2ccccc2)s1,i,0,i,i,1,i,-7,i,i,i,i
COc1ccc(S(=O)(=O)NCC(c2cccs2)N2CCc3ccccc3C2)cc1 (centres undefined),i,-2,i,i,-5,i,-11,i,i,i,i
CCn1c(CSc2nc(C)cc(C)n2)nnc1SCC(=O)N1CCCc2ccccc21,i,-8,i,i,-1,i,-13,i,i,i,i
CCN(CC(=O)NCc1ccc(Cl)cc1)C(=O)CN1C(=O)NC(C)(c2ccccc2)C1=O (centres undefined),i,4,i,i,-7,i,-9,i,i,i,i
O=S(=O)(NCC1CCCO1)c1ccc(S(=O)(=O)N(Cc2ccccc2F)C2CCCCC2)cc1 (centres undefined),i,-5,i,i,-4,i,-2,i,i,i,i
NC(=O)CSc1nnc(SCc2ccc(F)cc2)s1,i,-2,i,i,-16,i,-3,i,i,i,i
CN(CCOc1ccc(Cl)cc1)C(=O)C1CCN(C(=O)c2ccc(Cl)cc2)CC1,i,2,i,i,-1,i,-15,i,i,i,i
CCOC(=O)c1sc(C)c2c(=O)n(CCCN3CCOCC3)cnc12,i,7,i,i,3,i,-8,i,i,i,i
Cc1cc(NC(=O)COC(=O)c2oc3c(ccc4ccccc43)c2C)no1,i,1,i,i,-14,i,-7,i,i,i,i
CCN(CC)S(=O)(=O)c1ccc2c(c1)nc(CCC(=O)O)n2C,i,-2,i,i,nt,i,-9,i,i,i,i
COc1ccccc1/C(C)=N/NC(=O)c1nnn(-c2nonc2N)c1C(C)C,i,-1,i,i,1,i,-8,i,i,i,i
O=C1CCCC(=O)C1Sc1ccc(Cl)cc1,i,7,i,i,-11,i,-5,i,i,i,i
Cc1ccccc1N1CCN(CCCCN2C(=O)C3CCCN3C2=O)CC1 (centres undefined),i,8,i,i,nt,i,-6,i,i,i,i
CN1CCCN(C(=O)c2c(F)cccc2Cl)CC1,i,nt,i,i,-10,i,-8,i,i,i,i
CC1(c2ccccc2)NC(=O)N(NC(=O)COC(=O)c2cc(Br)ccc2O)C1=O (centres undefined),i,7,i,i,-11,i,-12,i,i,i,i
CCn1cc(C(=O)N2CC=C(c3ccccc3)CC2)c(=O)c2ccc(C)nc21,i,2,i,i,3,i,-17,i,i,i,i
Cc1ccc(C(=O)N/C(=C\c2ccco2)C(=O)NCCCn2ccnc2)cc1,i,10,i,i,2,i,-7,i,i,i,i
O=C(COc1nncc2ccccc12)Nc1c(F)c(F)c(F)c(F)c1F,i,nt,i,i,-7,i,-8,i,i,i,i
CN(CC(=O)Nc1ccc(Cl)c(C(F)(F)F)c1)C(=O)c1ccc2c(c1)OCCO2,i,3,i,i,0,i,-14,i,i,i,i
O=[N+]([O-])c1ccccc1CSc1nc2ccccc2o1,i,-4,i,i,5,i,-5,i,i,i,i
Cc1ccc(S(=O)(=O)N(CCCO)Cc2cc3c(C)ccc(C)c3[nH]c2=O)cc1,i,10,i,i,-2,i,-23,i,i,i,i
